APEX1 inh: APE1 (human) endonuclease inhibition; P27695; recombinant APE1, TAMRA/BHQ-2 abasic DNA cleavage fluorescence; Potency, µM (doses to about 65.8 µM), inactives show top-dose activity change, negative = inhibition, most hits filed as inhibitors; 350,000 compounds, 0.35% hits; AID 2517;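 also: potency is read from the fitted curve at half-maximal effect; plate controls were vehicle for no effect and reference inhibitor for full effect; nearly all actives have a fitted effect of over 55% in size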
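Incision of a quenched TAMRA/BHQ-2 THF abasic-site duplex (50 nM) by 0.75 nM APE1, after 15 min compound preincubation, measured as fluorescence increase over three 60 s reads. Values normalized to buffer, DMSO and NSC13755 control wells.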
RGS4 inh: inhibitors of human regulator of G protein signaling 4; P49798; Transcreener GDP fluorescence polarization, RGS4-accelerated GTP hydrolysis; Potency, µM (highest dose often 114 µM), without a hit: at the top dose activity change, negative = inhibition, actives largely listed as inhibitors; 390,000 compounds, 0.039% hits; AID 504845; also: potency is read from the fitted curve at half-maximal effect; % is scaled to controls: 0 for no effect and ±100 for the full control effect; nearly all actives have a fitted effect of over 75% in size; some results filed as inactive show a strong effect at the top dose
Target sequence (P49798 whole entry, looked up): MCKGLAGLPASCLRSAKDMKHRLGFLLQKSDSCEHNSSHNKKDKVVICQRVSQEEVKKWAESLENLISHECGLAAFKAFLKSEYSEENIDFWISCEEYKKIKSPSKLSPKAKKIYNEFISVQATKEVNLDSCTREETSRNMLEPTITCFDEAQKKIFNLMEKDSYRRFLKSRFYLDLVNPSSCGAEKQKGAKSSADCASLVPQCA
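MLSMR compounds (23 nl, pin-transferred) preincubated 10 min at room temperature with a 500nM (2x) first reagent, then RGS4 at 900nM (2x) plus Transcreener GDP mix added; fluorescence polarization (620/688 nm) read before and after 90 min at 30 °C.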
12-LOX inh: blocks human arachidonate 12S-lipoxygenase; P18054; purified 12hLO, xylenol orange hydroperoxide absorbance; Potency, µM (doses to about 108 µM), inactives show at the highest dose activity change, negative = inhibition, usual class: inhibitors; 580,000 compounds, 1.1% hits; AID 1671190; also: potency is read from the fitted curve at half-maximal effect; % is scaled to controls: 0 for no effect and ±100 for the full control effect
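Purified human 12hLO at 150 nM in 25 mM Hepes, 0.01% Triton X-100, pH 7.0, preincubated 15 min at room temperature with compound. Reaction started with 40 uM arachidonic acid, 30 min at room temperature. Hydroperoxide measured by Fe-xylenol orange, 573/405 nm absorbance ratio.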
ERG-DNA inh: ERG Ets/DNA interaction inhibition; 370,000 compounds, 0.028% hits; P11308; Potency, µM (series often up to 76.9 µM), inactives show at the top dose FP activity, negative = inhibition, actives largely listed as inhibitors; fluorescence polarization, His-ERG Ets domain / labelled DNA; active = well fitted inhibition curve with a large enough effect in the polarisation, with a control signal flat; inconclusive = small, poorly fitted or top-dose-only effect, or effect the other way, or a change in a side signal; inactive = no such curve, though single readings can be large or run the other way; the % refers to the polarisation;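 also: polarization taken with two DNA probes labelled with fluorescein and Texas red; potency is read from the fitted curve at half-maximal effect; % of control where 0% means no effect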
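His-tagged ERG Ets domain (1 uM in the protein solution; 300mM KCl, 50mM Tris-HCl, 1mM EDTA, 1mM DTT, pH 7.5) received compound, then a probe mix of 5 nM fluorescein-DNA and 100nM Texas-615-DNA. Fluorescence polarization was read for both dyes.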
Anesthetic bind: binds horse apoferritin like a general anesthetic; P02791; apoferritin/1-aminoanthracene competitive binding, fluorescence; Potency, µM (titrated, usually from 77.5 µM), without a hit: at the highest dose activity change, negative = displacement, usual class: inhibitors; 350,000 compounds, 0.074% hits; AID 485281; also: potency is read from the fitted curve at half-maximal effect; % is scaled to controls: 0 for no effect and ±100 for the full control effect; nearly all actives have a fitted effect of over 20% in size
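Steps: apoferritin (10 uM) was premixed with half-saturated 1-AMA in PBS, compounds were pin-transferred, plates stood 10 min at room temperature, fluorescence was read at 380/535 nm, and curves were fitted with a Hill equation.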
LDHA block: inhibitors of human lactate dehydrogenase A. P00338. purified LDHA, NADH/diaphorase-resazurin fluorescence; active compounds read low. activity change, % (values are at about 110 or 230 µM). 480,000 compounds, 0.15% hits; in the data active = activity change below about -30%; inconclusive = mostly about -25% to -30%;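 also: plate controls were DMSO wells for no effect and wells without enzyme for full effect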
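Resorufin fluorescence (ex540/em590), read at 0 and 20 min after diaphorase/resazurin addition, reports the NADH left after a 5 min room-temperature reaction of 2 nM human LDH5 with 0.06 mM NADH and 0.2 mM pyruvate.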
POLK inh: inhibitors of human DNA polymerase kappa | 400,000 compounds, 0.53% hits | purified Pol kappa, fluorescent DNA synthesis assay, 10 min | Q9UBT6 | Potency, µM (doses to about 107 µM), for the others: at the top dose activity, negative = inhibition, actives largely listed as inhibitors | AID 588579; also: potency is read from the fitted curve at half-maximal effect; % is scaled to controls: 0 for no effect and ±100 for the full control effect
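First, compounds were pin-transferred onto 10 nM Pol kappa. After 15 min at room temperature, substrate was added to 50 nM final. Fluorescence was then measured kinetically at 0 and 10 min.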
POLH inh: blocks human DNA polymerase eta activity; Q9Y253; recombinant Pol eta, fluorescent DNA replication assay; Potency, µM (titrated, usually from 114 µM), for inactives: at the top dose activity change, negative = inhibition, most hits filed as inhibitors; 390,000 compounds, 1.2% hits; AID 588591; also: potency is read from the fitted curve at half-maximal effect; % is scaled to controls: 0 for no effect and ±100 for the full control effect
Target sequence (Q9Y253 whole entry, looked up): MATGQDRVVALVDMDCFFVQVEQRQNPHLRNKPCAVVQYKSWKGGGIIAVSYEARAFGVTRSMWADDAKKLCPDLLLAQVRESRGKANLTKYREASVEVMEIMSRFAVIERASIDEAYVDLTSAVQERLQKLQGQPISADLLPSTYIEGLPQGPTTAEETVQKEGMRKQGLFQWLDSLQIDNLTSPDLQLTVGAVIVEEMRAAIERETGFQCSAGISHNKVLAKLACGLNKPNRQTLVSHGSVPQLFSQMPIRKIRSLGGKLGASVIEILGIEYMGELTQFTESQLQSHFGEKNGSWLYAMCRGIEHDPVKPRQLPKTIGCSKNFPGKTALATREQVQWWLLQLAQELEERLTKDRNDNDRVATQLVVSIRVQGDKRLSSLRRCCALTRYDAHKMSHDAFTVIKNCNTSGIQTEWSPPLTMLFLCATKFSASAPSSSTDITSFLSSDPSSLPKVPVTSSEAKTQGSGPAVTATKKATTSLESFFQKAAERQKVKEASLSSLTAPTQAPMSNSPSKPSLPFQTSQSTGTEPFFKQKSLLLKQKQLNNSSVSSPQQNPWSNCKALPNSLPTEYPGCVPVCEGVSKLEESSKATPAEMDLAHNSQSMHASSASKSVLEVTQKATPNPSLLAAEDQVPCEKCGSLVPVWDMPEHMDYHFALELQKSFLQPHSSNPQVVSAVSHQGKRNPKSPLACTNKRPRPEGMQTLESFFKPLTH
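Pol eta at 10 nM preincubated with compounds 15 min at room temperature; reaction started with fluorescent substrate (50 nM final) and read kinetically at 0 and 10 min.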
POLB inh: inhibitors of human DNA polymerase beta. P06746. Pol beta primer extension/strand displacement, fluorescence kinetic. Potency, µM (series often up to 114 µM), for the others: top-dose activity change, negative = inhibition, most hits filed as inhibitors. 340,000 compounds, 1.3% hits. AID 485314; also: potency is read from the fitted curve at half-maximal effect; % is scaled to controls: 0 for no effect and ±100 for the full control effect
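Enzyme-only controls used 10 nM Pol beta; buffer lacking enzyme served as negative control. Compound preincubated 15 min, then 50 nM substrate added; 0 and 10 min reads at room temperature.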
Numbers without * were called inactive; ? = inconclusive; / = not tested or not shown; [ ] = dose if it differs, or a comment. Unless noted, calls follow the shape of the dose curve; as a rule, active = well fitted curve in the direction sought with a large enough effect; inconclusive = small, poorly fitted or top-dose-only effect, or another doubt; inactive = no such curve, though single readings can be large; an effect the other way counts as inactive or inconclusive. Only part of the results is shown. The share of hits here may be higher or lower than overall.

SMILES	APEX1 inh	RGS4 inh	12-LOX inh	ERG-DNA inh	Anesthetic bind	LDHA block	POLK inh	POLH inh	POLB inh
COc1ccc(CC(=O)N/N=C(\C)c2cccnc2)cc1	11.9%	11.2%	?	15.7%	-18.5%	-6.8	9.5%	-20.4%	30.6%
Cc1nc(SC(C(=O)c2ccccc2)c2ccccc2)nc2ccccc12 (centres undefined)	0.6%	-10.9%	-21.2%	-3.9%	-5.8%	0.4	-9.2%	-13.1%	15.0%
CC(C)n1c(NCc2ccc(N(C)C)cc2)nc2ccccc21	1.3%	-33.5%	?	3.4%	0.3%	-4.9	-4.9%	-12.1%	-11.1%
O=C(NCCCn1ccnc1)/C(=C\c1cccnc1)NC(=O)c1ccccc1F	3.0%	?	390.2%[activator]	-9.4%	-13.7%	-1.4	3.2%	9.0%	-27.8%
CCn1c(CC(=O)Nc2cccc(Cl)c2Cl)nnc1SCCOc1ccc(OC)cc1	5.6%	-36.3%	?	-5.1%	-23.5%	0.4	-6.5%	-12.6%	-1.8%
Cc1ccccc1CC(=O)c1ccc(O)c(C)c1O	-4.6%	15.8%	?	8.7%	?	-4.7	-4.6%	-22.0%	20.5%
C=CCOc1ccc(/C=N/Nc2ccccn2)cc1OC	-3.0%	2.4%	-12.2%	15.6%	2.7%	-4.3	-10.9%	3.4%	-4.9%
CSc1nnc(-c2cccn(Cc3cccc(Cl)c3)c2=O)o1	-6.4%	-12.6%	7.0%	-5.4%	-0.6%	-5.9	2.7%	-5.1%	1.6%
CC(=O)c1cc2c(cc1NC(=O)CCc1c(C)nc3ncnn3c1C)OCO2	12.9%	-8.9%	0.0%	1.4%[15.4 µM]	/	4.3	0.3%	-6.8%	/
Cn1cnnc1Sc1ccc(/C=C(\CCC(=O)O)c2nc3ccccc3s2)cc1[N+](=O)[O-]	18.9%	-33.3%	-8.0%	-2.8%	-8.9%	-2.8	0.2%	-15.6%	12.8%
COc1ccccc1NC(=O)Nc1nc(CC(=O)NC2CCCC2)cs1	8.2%	2.9%	3.9%	-1.9%	/	-2.1	-5.4%	-24.7%	/
CCOC(=O)c1cccc(NC(=S)NCc2ccc(C)cc2)c1	-0.9%	4.5%	?	-13.3%	?	-0.9	-1.8%	-11.6%	-16.9%
O=C(Nc1ccc(N2CCOCC2)c(Cl)c1)c1c(F)c(F)c(F)c(F)c1F	-9.0%	-34.6%	0.0%	-3.0%	3.4%	0.6	-0.9%	-14.8%	2.7%
O=C(O)CCNC(=O)COc1ccc2c3c(c(=O)oc2c1)CCCC3	14.1%	3.9%	-5.0%	4.9%	-4.9%	-1.4	2.9%	4.2%	24.2%
Cc1cc(C(=O)CSc2nnc(-c3cccnc3)n2-c2ccccc2)c(C)n1CC1CCCO1 (centres undefined)	1.0%	-6.9%	19.1%	/	-14.4%	-5.6	-2.2%	-11.0%	0.9%
C[C@H](O)Cc1cc2ccccc2c(=O)o1	-5.0%	-7.7%	17.9%	-8.9%	/	-5.5	10.9%	-6.5%	/
Cn1c(SCC(=O)N2CCCC2=O)nnc1-c1ccccc1F	-3.3%	-9.5%	9.2%	-4.1%	-1.1%	-3.2	5.9%	-19.4%	-12.7%
COc1ccccc1-c1ccc(NC2CCCC2)nn1	-3.4%	14.5%	153.1%[activator]	2.2%	3.1%	-11.4	-3.6%	-14.5%	-14.3%
O=C(Oc1ccc2c3c(c(=O)oc2c1)CCCC3)c1cccs1	14.2%	7.7%	-1.2%	4.5%	-5.0%	-3.9	0.1%[60.1 µM]	-13.9%	33.5%
CCC(C)NC(=O)Cc1c(OC)ccc2cc(Br)ccc12 (centres undefined)	4.7%	7.2%	0.0%	13.3%	-2.8%	-2.4	3.3%	-18.5%	-20.4%
Cc1ccc(C2CC(=O)NC(SCC(=O)OCc3ccccc3)=C2C#N)o1 (centres undefined)	9.1%	-16.2%	?	6.0%	-15.9%	1.6	-9.9%	?	18.2%
O=c1oc2cc(O)ccc2cc1-c1ccc(F)cc1	-6.1%	-31.1%[11.4 µM]	66.5%[activator]	5.7%	672.3%[activator]	-2.1	-18.7%	-7.6%	?
CNC(=O)COc1ccc(S(=O)(=O)N2CCCC2)cc1	-1.2%	?	-11.6%	-1.7%	-2.1%	2.9	5.1%	-14.7%	21.9%
CCOc1ccccc1CNC(=O)C1CCN(C(=O)N2CC(CC)Oc3ccc(C)cc32)CC1 (centres undefined)	/	-1.7%	-20.6%	-1.6%	1.3%	0.4	-5.0%	-17.9%	-15.5%
COc1cccc(C2c3c(oc4ccccc4c3=O)C(=O)N2Cc2ccco2)c1 (centres undefined)	/	4.5%	-8.9%	0.1%	/	-3.3	-11.7%	-4.6%	/
COc1ccc(NC(=O)NCCn2nnc3cc(S(=O)(=O)N(C)C)ccc32)cc1	/	2.1%	-11.0%	0.1%	-10.8%	-9.1	-12.3%[60.1 µM]	-20.7%	2.8%
Cc1ccc(-n2nnnc2SCC(=O)N2CCCCC2)cc1	0.1%	0.3%	-14.6%	-3.6%	-15.0%	-3.4	1.8%	-21.4%	3.0%
COc1ccc(S(=O)(=O)N2CCN(C(=O)c3oc4ccccc4c3C)CC2)cc1	-8.3%	12.0%	47.7%[activator]	6.8%	-6.2%	-4.5	-12.8%	?	-0.6%
CCOc1ccccc1NC(=O)NC1(C(=O)NCc2cccnc2)CCCCC1	14.0%	-4.2%	0.6%	2.5%	2.9%	-6.8	0.0%	-5.2%	72.1%
CCn1c(C(=O)NCc2cccc(Br)c2)cc2oc3ccccc3c21	/	-14.0%	-27.2%	-3.1%	274.6%[activator]	-0.9	8.5%	/	-0.2%
CC(=O)c1cccn1S(=O)(=O)c1ccccc1	40.9%[activator]	-17.2%	0.0%	8.2%	-5.4%	-4.3	-16.0%	-18.1%	-20.3%
O=C(CCN1CCOCC1)Nc1ccccc1	2.6%	20.7%	-19.5%	-6.1%	-9.5%	-10.6	-2.9%	-9.6%	-1.2%
CC#CCN1C=C(C(=O)OCC)C(C)N(Cc2ccc(Br)cc2)S1(=O)=O (centres undefined)	-11.3%	-4.4%	-0.1%	11.9%	/	1.7	5.5%	-12.0%	/
COc1ccccc1C1CCN(Cc2ccc(Cl)cc2Cl)CC1	-7.4%	-20.9%	0.0%	0.3%	0.2%	-3.5	1.8%	-23.9%	5.5%
Nc1[nH]ncc1N=Nc1ccc(Cl)cc1	?	0.2%	?	1.5%	31.6µM*	-1.8	-1.6%	-4.4%	-0.3%
COc1ccc(NC(=O)CSc2nc3ccccc3c(=O)n2CCNC(C)=O)cc1	-2.5%	-14.1%	2.1%	-2.2%	-6.7%	-8.7	1.4%	-6.0%	6.6%
Cc1ncc(/C=C2\C(=O)Nc3ccccc32)[nH]1	?	13.5%	5.0%	4.4%	-18.5%	-13.1	-3.0%	-3.4%	-25.6%
Cc1ccccc1Cn1nnc(-c2ccc(F)cc2)n1	7.8%	-11.1%	-6.4%	-8.6%	-15.2%	-1.2	-22.6%	-19.6%	-32.5%
Cc1ccc(-c2cc(=O)[nH]c3ccccc23)cc1	/	-12.4%[11.4 µM]	293.0%[activator]	3.5%	/	1.6	-4.1%	-19.3%	/
CC(C)C[C@H](NC(=O)[C@H](Cc1ccccc1)n1c(=O)[nH]c2ccccc2c1=O)C(=O)N1CCC[C@H]1C(=O)O	-5.3%	5.8%	-10.8%	-5.6%	-12.0%	-5.7	-11.0%	-17.6%	-3.5%
NC(=O)CCc1c[nH]c2ccccc12	3.8%	-8.8%[11.4 µM]	0.0%	1.8%	-1.5%	-3.0	-7.2%	-0.7%	7.7%
CC(=O)N1CCN(C(=O)c2cc(C)oc2C)CC1	10.0%	-5.9%	1.6%	-14.5%	/	-4.9	0.7%	4.2%	/
CN(C)c1nc(SCc2ccccc2)nc(N2CCOCC2)n1	7.2%	-11.6%	-20.9%	-11.1%	0.1%	2.0	-12.6%	-20.5%	2.9%
CC(=O)C1=C(O)C(=O)N(c2ccc(Br)cc2)C1c1cccc(F)c1 (centres undefined)	31.3%	3.9%	-53.8%	-7.9%	-7.3%	-18.6	-13.5%	-4.8%	-11.0%

Sorted by value in ERG-DNA inh (high to low): four of the compounds above.
smiles,ERG-DNA inh
Nc1[nH]ncc1N=Nc1ccc(Cl)cc1,1.5%
CCOc1ccccc1CNC(=O)C1CCN(C(=O)N2CC(CC)Oc3ccc(C)cc32)CC1 (centres undefined),-1.6%
CCOC(=O)c1cccc(NC(=S)NCc2ccc(C)cc2)c1,-13.3%
CC(=O)N1CCN(C(=O)c2cc(C)oc2C)CC1,-14.5%

Assay outcomes from PubChem BioAssay.
